# TNAP inh hi DEA – TNAP (human) inhibition, high acceptor; purified TNAP, CDP-star luminescence, 1 M DEA; inhibition, % at 20 µM; P05186; hit rate 0.03% among 200,000;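 active means over 50% inhibition of tissue-nonspecific alkaline phosphatase at 20 µM in the single-dose screen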;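 further: plate controls were DMSO wells for no effect and EDTA-quenched wells as full inhibition for full effect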
# Target sequence (P05186 whole entry, looked up): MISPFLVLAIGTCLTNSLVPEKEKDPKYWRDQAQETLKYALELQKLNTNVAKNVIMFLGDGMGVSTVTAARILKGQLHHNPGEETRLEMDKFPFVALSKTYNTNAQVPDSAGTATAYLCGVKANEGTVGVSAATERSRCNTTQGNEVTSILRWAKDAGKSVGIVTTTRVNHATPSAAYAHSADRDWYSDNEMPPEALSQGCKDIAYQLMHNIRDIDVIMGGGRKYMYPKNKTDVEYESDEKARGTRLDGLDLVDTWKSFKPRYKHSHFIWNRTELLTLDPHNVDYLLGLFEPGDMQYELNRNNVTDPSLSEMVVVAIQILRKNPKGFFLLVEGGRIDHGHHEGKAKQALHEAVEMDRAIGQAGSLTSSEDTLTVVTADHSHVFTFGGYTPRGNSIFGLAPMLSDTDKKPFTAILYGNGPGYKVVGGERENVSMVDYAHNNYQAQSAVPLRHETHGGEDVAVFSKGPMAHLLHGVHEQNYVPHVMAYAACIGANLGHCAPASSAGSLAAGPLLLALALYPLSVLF
# bIAP inhibitor – blocks bovine intestinal alkaline phosphatase activity; purified bovine IAP, CDP-star luminescence, 30 min; inhibition, % at 20 µM; 190,000 tested, under 10 active;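 active means over 50% inhibition of intestinal alkaline phosphatase at 20 µM in the single-dose screen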
#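 test system = bovine IAP enzyme | medium = DEA buffer 100 mM, pH 9.8, with MgCl2 1.0 mM, ZnCl2 0.02 mM | detection = luminescence | dosing = single compound dose of 20 µM, 2% DMSO final | incubation = 30 min reaction at room temperature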
# PMI act hi M6P – PMI (human) activation, high substrate; P34949; coupled PMI enzyme assay, resazurin fluorescence, 20 min; active compounds read high; 1 = untreated enzyme, 0 = substrate-free blank; activation factor at 20 µM; hit rate 0.34% among 190,000; AID 1216;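 active means activation factor of 2 or more at 20 µM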
# Target sequence (P34949 whole entry, looked up): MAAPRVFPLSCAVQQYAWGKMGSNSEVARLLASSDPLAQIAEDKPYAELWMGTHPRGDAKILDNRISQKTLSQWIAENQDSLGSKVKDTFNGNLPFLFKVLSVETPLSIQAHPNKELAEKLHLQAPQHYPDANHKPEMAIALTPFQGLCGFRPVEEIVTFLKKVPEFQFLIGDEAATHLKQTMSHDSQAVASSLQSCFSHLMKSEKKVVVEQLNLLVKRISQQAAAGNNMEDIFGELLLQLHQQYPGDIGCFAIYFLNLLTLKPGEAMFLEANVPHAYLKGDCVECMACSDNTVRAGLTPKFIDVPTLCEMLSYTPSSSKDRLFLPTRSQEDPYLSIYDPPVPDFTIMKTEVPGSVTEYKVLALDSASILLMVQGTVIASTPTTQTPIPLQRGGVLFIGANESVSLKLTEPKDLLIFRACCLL
#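 assay system = human phosphomannose isomerase with PGI, G6PDH, diaphorase coupling enzymes | quantity = 15 ng/mL PMI | incubation = enzyme reaction with compound 20 min at room temperature | medium = HEPES pH 7.4 buffer with MgCl2 and Tween-20 | compound dosing = one concentration, 20 µM, in 1% DMSO | measured by = Diaphorase-driven resazurin-to-resorufin fluorescence, excitation 544, emission 590 nm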
# Diaphorase act – counter-screen for diaphorase-based assays: diaphorase activators and chemical reducers; AID 1229; activation factor at 20 µM; hit rate 0.005% among 190,000; Diaphorase/resazurin coupled assay, resorufin fluorescence, 16 min; active compounds read high; 1 = vehicle wells, 0 = NADH-free wells;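 active means diaphorase activity raised at least twofold by the compound at 20 µM; inactive means activation factor below 2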
#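 Material: bacterial diaphorase enzyme (C. kluyveri); amount: enzyme 0.07 U/mL final; reagent: NADH substrate 0.114 mM plus resazurin dye 0.1 mM, final; doses: single compound dose of 20 µM, 1% DMSO final; timing: 16 min enzyme reaction, ambient temperature; measured by: fluorescence of resorufin, 544 nm excitation, 590 nm emission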
# bIAP activator – increases bovine intestinal alkaline phosphatase activity; purified bovine IAP, CDP-star luminescence, 30 min; active compounds read high; fold of DMSO-control signal, blank-subtracted; hit rate 0.17% among 200,000; activation factor at 20 µM;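 active means activation factor of 2 or more at 20 µM, a signal rise over negative controls twice the positive control's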
# Diaph inh CS – diaphorase inhibition or chemical oxidation counter-screen; diaphorase resazurin-to-resorufin fluorescence, NADH, 16 min; bacterial (C. kluyveri) enzyme, not human; inhibition, % at 20 µM; hit rate 0.69% among 190,000; AID 1217;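 active means primary screen inhibition at 20 µM above a set limit, cut at about 50% in these data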;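 further: plate controls were DMSO with full reaction for no effect and wells lacking NADH for full effect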
#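 System: Bacterial diaphorase enzyme (C. kluyveri) | Incubation: 16-min room-temperature incubation before reading | Benchmarks: No-NADH positive control and DMSO neutral control | Measured by: Resorufin fluorescence 544/590 nm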
# TNAP act hiacc – activators of human TNAP at high phosphate acceptor concentration | P05186 | purified TNAP, CDP-star luminescence, 1 M DEA, 30 min; active compounds read high; 0 = EDTA background, 1 = DMSO-only activity | activation factor at 20 µM | 200,000 tested, under 10 active | AID 1136;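 active means activation factor at least 2 at 20 µM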
#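 Control set: EDTA negative control, DMSO positive control / Assay system: human TNAP / Quantity: TNAP 1/800 final / Evaluation: TNAP activation factor scaled between EDTA and DMSO control wells / Measured by: luminescent substrate turnover signal / Compound dosing: one dose, 20 µM / Times: 30 min enzyme reaction at room temperature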
# TNAP inh noacc – TNAP (human) inhibition, acceptor-free conditions; P05186; hit rate 0.26% among 200,000; purified TNAP, CDP-star luminescence, 30 min; AID 1012; inhibition, % at 20 µM;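 active means tissue-nonspecific alkaline phosphatase inhibition above about 50% at 20 µM in the single-dose screen, limit read from the data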;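 further: 0% = DMSO negative control and 100% = EDTA positive control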
# Lmaj promast – reduces viability of Leishmania major promastigotes. resazurin fluorescence viability. inhibition, % at 10 µM. hit rate 9% among 200,000. AID 1063; in the data active means inhibition above about 50%;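 further: promastigotes grown with compound for 44 hours at 28 °C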
# PMI activator – increases human mannose-6-phosphate isomerase activity | P34949 | purified human PMI, coupled resazurin fluorescence, 20 min; active compounds read high; 1 = vehicle control, 0 substrate-free wells | activation factor at 20 µM | hit rate 0.005% among 190,000 | AID 1214;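 active means activation factor of 2 or more at 20 µM, relative to plate controls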
# * hit, by the source's call; x = not tested or not shown.
SMILES,TNAP inh hi DEA,bIAP inhibitor,PMI act hi M6P,Diaphorase act,bIAP activator,Diaph inh CS,TNAP act hiacc,TNAP inh noacc,Lmaj promast,PMI activator
COc1ccc(-n2c(SCC3CNC(=O)O3)nnc2-c2ccc(Cl)cc2)cc1 (centres undefined),-0.8,9.2,1.1,0.9,0.9,7.7,1,-4.1,92.4*,1.1
CCC(C)[C@H](NC(=O)NC(C)C)C(=O)O (some centres undefined),-1.4,8.3,1.1,1,0.9,1.0,1,-8.5,-7.7,1.1
O=C(N/N=C/c1c[nH]c2ccccc12)c1sc2ccccc2c1Cl,-0.1,5.5,0.5,0.8,0.9,21.8,1,12.3,14.6,0.8
CCOC(=O)c1c(N)sc(N)c1C(=O)OCC,0.9,-2.3,0.3,0.8,1,20.8,1,-22.6,-10.1,0.4
CC1CCN(C(=O)N2c3ccccc3Sc3ccccc32)CC1,-2.6,17.6,1,0.9,0.8,7.1,1,-9.2,6.8,1
NC(=S)N=Nc1c(O)n(CCCl)c2ccccc12,6.1,-4.3,0.8,0.8,1,20.4,0.9,-1.8,-5.4,0.9
O=C(CN1CCN(Cc2ccccc2)CC1)N1N=CCC1c1ccccc1 (centres undefined),-3.2,-11.7,1.1,1,1.1,-3.9,1,-0.6,-4.5,1.3
Cc1nn(Cc2ccc(Br)cc2)c(C)c1NC(=O)c1nn(C)cc1Cl,1.1,6.8,0.9,0.9,0.9,5.4,1,-4.0,-6.8,0.9
COc1ccc2c(CC(=O)OCC(=O)N3CCc4ccccc43)coc2c1,-3.3,21.0,0.9,0.9,0.8,9.6,1,-10.7,-4.2,0.8
CCCc1nc2ccccc2c(C(=O)OCC(=O)NCc2ccco2)c1CC,-4.5,10.1,1,0.8,0.9,15.4,1,-16.6,16.1,1
COc1ccc(OCCNS(=O)(=O)c2ccccc2)cc1,-10.1,39.6,1,0.8,0.6,19.6,1.1,-16.3,19.9,1.1
Cc1ccc(-c2nc(-c3cccnc3)sc2CC(=O)Nc2ccc(C)c(Cl)c2)cc1,-1.4,1.5,1.1,0.9,1,6.4,1,-2.8,78.2*,1.1
COc1ccc2c(c1)cc1n2CCN=C1NN,3.5,14.1,1.2,1,0.9,3.9,1,-0.1,84.1*,1.1
O=C(O)c1ccc(C(=O)c2ccc3c(c2)C(=O)N(Cc2ccco2)C3=O)cc1,-6.7,3.1,0.9,0.7,1,25.6,1.1,-15.8,-7.3,0.9
Cc1ccc(N2C(=O)N(CC(=O)NC(N)=O)C(=O)C2C)cc1 (centres undefined),-2.6,4.8,1,1,1,-1.3,1,-13.2,-12.1,1.1
Cc1c(CCOC(=O)CC23CC4CC(CC(C4)C2)C3)sc[n+]1CC(=O)c1ccc(Br)cc1,10.2,27.9,1,1.1,0.7,-7.0,0.9,12.7,33.4,0.9
COc1ccc(C(=O)Sc2ccc(C)cc2)cc1OC,0.6,7.5,0.9,0.9,0.9,11.7,1,-4.4,-1.9,0.8
Cc1ccc(CNC(=O)COc2ccc(S(=O)(=O)NC(C)C)cc2)cc1,-3.8,6.2,1,0.8,0.9,16.2,1,-13.7,1.4,1
COc1ccccc1C(=O)NC(C)C(c1cccs1)N1CCN(C)CC1 (centres undefined),-0.9,-0.2,1.1,1.1,1,-12.4,1,-5.1,-5.3,1.1
COc1ncnc2c1oc1nc(CC(C)C)c3c(c12)CCCC3,-3.9,1.9,0.8,0.8,1,21.9,1,-5.0,6.6,0.9
CCOC(=O)c1ccccc1NC(=O)COC(=O)c1ccc(C)c(S(=O)(=O)N2CCOCC2)c1,-9.4,4.1,0.9,0.8,1,21.3,1.1,-4.6,26.2,0.9
O=C(CC1Sc2ccccc2NC1=O)Nc1ccccc1[N+](=O)[O-] (centres undefined),-3.7,4.2,1,0.9,1,14.6,1,-2.1,-2.4,1
Cc1noc(C)c1COc1cccc(C(=O)NC(C)(C)C)c1,1.6,-19.5,1.1,1,1.2,-1.7,1,-10.1,-1.3,1.1
Cc1ccc(/C=C(\C#N)C(=O)NCC2CCCO2)o1 (centres undefined),-2.2,-14.8,0.9,0.9,1.1,12.0,1,-19.2,-3.1,0.9
Cc1ccc(N2CCN(/N=C/C=C/c3ccccc3)CC2)cc1,-4.0,30.5,1,0.9,0.7,5.1,1,-13.1,4.1,1
CCN(CC)C(=O)c1sc(NC(=O)c2ccc(Br)o2)c(C(=O)OC)c1C,-2.4,9.2,1,0.9,0.9,10.5,1,-17.8,-0.5,1
CCOc1ccc(CN(C)C(=O)CCl)cc1,0.7,-5.9,1,0.9,1.1,10.9,1,-4.8,34.7,1.1
O=C(O)Cn1nc(C(F)(F)F)c2c1CCC2,2.9,0.5,0.9,0.9,1,12.8,1,-1.2,-3.0,1
Cn1c(CNc2cccc(Cl)c2)nnc1SCC#N,-5.8,15.6,1,0.9,0.8,8.5,1.1,-14.6,-1.5,1.1
CCOC(=O)c1cc(-c2ccccc2)sc1NC(=O)C(C)Sc1nnnn1C (centres undefined),-8.0,4.1,0.9,0.7,1,27.7,1.1,-11.0,-4.0,0.9
Cc1ccc(C(NC(=O)N2CC(C)OC(C)C2)C(Cl)Cl)cc1F (centres undefined),0.9,-8.6,1.6,1,1.1,-0.3,1,-2.0,-1.2,1.4
O=C(NC(c1ccccc1)c1ccccc1)C1CCCC1,-0.3,x,1,0.9,0.5,10.9,1,-7.7,-1.4,0.9
COc1ccc(C2N3CC4(C)CN2CC(C)(C3)C4O)cc1OC (centres undefined),0.3,-2.1,1,1,1,-0.3,1,0.1,-2.1,0.9
Fc1ccc(-c2nnsc2Sc2ccccn2)cc1,-3.5,-5.0,1.1,1,1.1,-2.5,1,-11.5,-0.1,1
COc1ccc(OC)c2c1sc(=NC(=O)C(C)(C)C)n2C,-2.6,5.2,0.9,0.9,0.9,13.2,1,-8.6,7.0,1
NC(=O)CC(NC(=S)NCc1ccccc1)C(=O)O (centres undefined),-3.3,0.9,0.9,0.9,1,7.3,1,-6.3,-5.1,0.9
CN(C)S(=O)(=O)c1ccc2c(c1)nc(CCC(=O)NCC1CCCCC1)n2C,-6.8,-0.5,1,0.9,1,10.5,1.1,-13.8,-5.0,0.9
CCCCC12CN3CCN(CC(C3)/C1=N\NC(=O)c1ccccc1N)C2,0.2,7.0,1,0.8,0.9,20.6,1,-13.5,32.9,1
CCOC(=O)C(NCCc1ccc(F)cc1)(NC(=O)CC)C(F)(F)F (centres undefined),5.5,-7.4,1,0.9,1.1,9.0,0.9,1.4,-6.8,1
Cn1c(Cc2ccccc2)nnc1SCC(=O)N1CCOCC1,-1.4,4.0,1.1,1,1,-2.7,1,-10.4,-1.1,1

# Retrieved one by one from the list above (four):
SMILES,TNAP inh hi DEA,bIAP inhibitor,PMI act hi M6P,Diaphorase act,bIAP activator,Diaph inh CS,TNAP act hiacc,TNAP inh noacc,Lmaj promast,PMI activator
Cc1ccc(C(NC(=O)N2CC(C)OC(C)C2)C(Cl)Cl)cc1F (centres undefined),0.9,-8.6,1.6,1,1.1,-0.3,1,-2.0,-1.2,1.4
COc1ccc(C2N3CC4(C)CN2CC(C)(C3)C4O)cc1OC (centres undefined),0.3,-2.1,1,1,1,-0.3,1,0.1,-2.1,0.9
O=C(NC(c1ccccc1)c1ccccc1)C1CCCC1,-0.3,x,1,0.9,0.5,10.9,1,-7.7,-1.4,0.9
COc1ccc(OC)c2c1sc(=NC(=O)C(C)(C)C)n2C,-2.6,5.2,0.9,0.9,0.9,13.2,1,-8.6,7.0,1

# One compound at a time (already shown). Order of values: TNAP inh hi DEA | bIAP inhibitor | PMI act hi M6P | Diaphorase act | bIAP activator | Diaph inh CS | TNAP act hiacc | TNAP inh noacc | Lmaj promast | PMI activator
# Profile of CCCCC12CN3CCN(CC(C3)/C1=N\NC(=O)c1ccccc1N)C2 = 0.2 | 7.0 | 1 | 0.8 | 0.9 | 20.6 | 1 | -13.5 | 32.9 | 1
# Profile of O=C(NC(c1ccccc1)c1ccccc1)C1CCCC1 = -0.3 | x | 1 | 0.9 | 0.5 | 10.9 | 1 | -7.7 | -1.4 | 0.9

# Next part
SMILES,TNAP inh hi DEA,bIAP inhibitor,PMI act hi M6P,Diaphorase act,bIAP activator,Diaph inh CS,TNAP act hiacc,TNAP inh noacc,Lmaj promast,PMI activator
O=c1[nH]c2cc3c(cc2cc1CN(Cc1ccccc1)Cc1nnnn1Cc1ccco1)OCCO3,-4.1,3.1,0.8,0.6,1,40.4,1,9.3,-4.2,0.8
Cn1c(C(=O)NCc2cccnc2)cc2sc(Cl)cc21,-1.2,-9.6,1,0.9,1.1,13.0,1,-1.7,81.0*,0.9
O=C(CN1CCCCCC1)Nc1ccc(F)c(F)c1,3.6,7.8,1.1,0.9,0.9,11.7,1,-3.5,3.1,1
COCCNC(=O)C1c2ccccc2C(=O)N(CCOC)C1c1ccc(F)cc1 (centres undefined),1.7,-0.4,1,1,1,2.3,1,-6.8,0.3,1
O=C(NCCN1CCOCC1)Nc1cccc(Cl)c1,-2.7,3.4,1,1,1,-3.3,1,-9.4,-0.1,1
COc1ccc(OC)c(NC(=O)CCCN2C(=O)C3C4C=CC(C4)C3C2=O)c1 (centres undefined),1.4,-0.8,1,1,1,2.4,1,-7.9,-3.2,0.9
Cc1ccc(C(=O)Nc2nnc(C)s2)o1,-10.6,1.8,1,0.9,1,13.5,1.1,-19.4,-2.9,1
CC1CC(C)(C)NC(=S)N1CCC(=O)NCc1ccc(Cl)cc1 (centres undefined),-1.4,19.6,1.1,1,0.8,0.5,1,-4.8,-4.5,1.1
Cc1ccccc1NS(=O)(=O)c1ccc(C)c(NS(C)(=O)=O)c1C,-4.4,2.2,1,0.9,1,5.6,1,-11.6,-2.6,1.1
Cc1cccc(NS(=O)(=O)c2cccc3nsnc23)c1,-3.5,4.3,1,0.9,1,11.6,1,-11.1,-3.1,0.9
CN1CN(C)c2cccc3cccc1c23,-3.7,8.0,0.5,0.6,0.9,40.9,1,-13.5,2.9,0.7
CN1CCc2c(sc(NC(=O)c3cc4cc([N+](=O)[O-])ccc4s3)c2C(N)=O)C1,8.8,12.1,1.1,0.9,0.9,12.5,0.9,-0.1,100.5*,1
Cc1occc1C(=O)NNC(=O)c1ccccc1F,-3.4,-3.3,1,1,1,4.6,1,-11.1,-3.1,1.1
COC(=O)c1c(-c2ccccc2)csc1NC(=O)c1ccco1,-6.8,4.0,1.1,1,1,4.5,1.1,-11.5,1.1,1
COc1ccc(/C=C/C(=O)O)cc1S(=O)(=O)NC1CCS(=O)(=O)C1 (centres undefined),-3.8,-6.7,0.9,1,1.1,3.8,1,-2.9,-2.5,0.9
CCCn1c(=O)c2ccccc2n2c(SCc3c(C(=O)OCC)oc4ccccc34)nnc12,-5.7,-5.7,1.1,0.8,1.1,16.1,1.1,2.4,9.7,1.1
